# Screening data (PubChem BioAssay)
# AHR activator – human AHR activation; activation, % at 5 µM; P35869; 320,000 tested, 2.5% active; AHR-responsive luciferase reporter cells, luminescence; in the data active = activation above about 47%;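 note: 0% = vehicle wells and 100% = reference agonist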
# MEP2-GFP yeast – yeast TOR pathway MEP2-GFP modulation; S. cerevisiae MEP2-GFP strain, flow cytometry GFP, 3 h; 100% = DMSO control level; GFP response vs DMSO, % at 10 µM; 330,000 tested, 0.51% active; AID 2016;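 active = GFP response versus DMSO above a set limit, roughly screen mean plus 3 SD, cut at about 180% in these data; inconclusive = fewer than 70 cells counted for a yeast strain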;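 note: median GFP fluorescence of the barcode-gated MEP2-GFP cells per well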
# RPL19A TOR yeast – yeast TOR pathway RPL19A-GFP modulation. percent response vs DMSO, % at 10 µM. 330,000 tested, 0.3% active. S. cerevisiae RPL19A-GFP strain, flow cytometry, 3 h; hits give low values;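 active = percent response vs DMSO below 50%; inconclusive = fewer than 70 events counted for the yeast strain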;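 note: median channel GFP fluorescence of the barcoded RPL19A-GFP strain; ratio of sample median GFP to plate DMSO average so 100% = DMSO; lower means less RPL19A-GFP as with rapamycin TOR inhibition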
# LAP4 TOR yeast – modulators of TOR pathway LAP4-GFP in S. cerevisiae; S. cerevisiae LAP4-GFP multiplex, flow cytometry GFP, 3 h; median GFP as percent of DMSO wells; GFP response vs DMSO, % at 10 µM; 320,000 tested, 0.34% active; AID 2023;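 active = GFP response vs DMSO above a set limit, about the screen mean plus 3 SD, cut at about 150% in these data; inconclusive = under 70 cell events counted for the yeast strain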
# ZTA DNA inh – blocks Epstein-Barr virus ZTA, an EBNA-1 counter-screen | ZTA-DNA binding, fluorescence polarization | 320,000 tested, 0.15% active | P03206 | AID 2234 | inhibition, % at 11 µM; in the data active = inhibition above about 33%
# proCasp3 act – activators of human procaspase-3; activation, % at 8.5 µM; 330,000 tested, 0.11% active; AID 463141; P42574; recombinant procaspase-3 D3A, Ac-DEVD-pNA absorbance 405 nm;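 active = activation above the mean of all tested compounds plus 3 SD, cut at about 21% in these data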;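 note: 0% = DMSO alone and 100% = DMSO wells spiked with extra 5 µM PC-3 D3A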
#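 Assay system: Autoprocessing-dead procaspase-3 D3A mutant enzyme; also added: Ac-DEVD-pNA; doses: one concentration, 8.5 µM nominal, 0.8% DMSO; times: 1 h compound preincubation, 2 h substrate hydrolysis at 25 °C; technique: 405 nm absorbance of p-nitroaniline, reads at 0 and 120 min; measure: % activation between DMSO and enzyme-spiked controls; repeats: single replicate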
# EBNA-1 inhibitor – blocks EBNA-1 binding to DNA. EBNA-1 DNA binding, fluorescence polarization. inhibition, % at 14.8 µM. 300,000 tested, 0.34% active. AID 1950; in the data active = inhibition above about 28%
# procasp7 counter – counter-screen for procaspase-3 activators: activators of human procaspase-7. 330,000 tested, 0.093% active. activation, % at 8.5 µM. recombinant procaspase-7, Ac-DEVD-pNA absorbance 405 nm; D23A/D198A/D206A triple mutant, cannot self-cleave; scale: DMSO 0, 5 µM enzyme 100;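 active = percent activation above the screen-wide mean plus 3 SD, cut at about 25% in these data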
#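 signal = Epi-absorbance of released pNA at 405 nm, two timepoints | assay system = Uncleavable procaspase-7 mutant enzyme | reagent = Ac-DEVD-pNA substrate, 400 µM as added | times = 1 h enzyme–compound preincubation and 2 h substrate reaction, both 25 °C | benchmarks = low DMSO alone, high DMSO plus 5 µM PC-7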
# Active calls of the source: *; ? = inconclusive; / = not tested or not shown; [ ] = dose if it differs, or a comment.
# Preview (two entries):
SMILES,AHR activator,MEP2-GFP yeast,RPL19A TOR yeast,LAP4 TOR yeast,ZTA DNA inh,proCasp3 act,EBNA-1 inhibitor,procasp7 counter
CCOC(=O)N1CCN(C(=O)CCNS(=O)(=O)c2ccccc2)CC1,0,98,105,98,-17,3,-2,2
CC(C)=C1C2CCC1C1C(=O)N(NC(=O)COc3ccc(C(C)(C)C)cc3)C(=O)C21 (stereo not given),0,100,101,101,2,5,3,2

# Results (from the top)
SMILES,AHR activator,MEP2-GFP yeast,RPL19A TOR yeast,LAP4 TOR yeast,ZTA DNA inh,proCasp3 act,EBNA-1 inhibitor,procasp7 counter
CCOC(=O)N1CCN(C(=O)CCNS(=O)(=O)c2ccccc2)CC1,0,98,105,98,-17,3,-2,2
CC(C)=C1C2CCC1C1C(=O)N(NC(=O)COc3ccc(C(C)(C)C)cc3)C(=O)C21 (stereo not given),0,100,101,101,2,5,3,2
CCOC(=O)C(/C=C(\C#N)C(=O)OCC)=C(/N)N1CCN(c2ccc(Cl)cc2)CC1,1,110,108,113,-21,2,1,7
CC1=C(C(=O)Nc2ccccc2)C(c2ccccc2[N+](=O)[O-])NC(=O)N1 (stereo not given),27,94,106,80,-10,-4,3,-11
CC(C)NC(=O)C1CCN(C2CCN(Cc3nc4ccccc4s3)CC2)CC1,5,89,94,102,-5,-6,2,10
COc1ccc(C(=O)C2CCCN(C(=O)c3cccnc3SC)C2)c(C)c1 (stereo not given),3,104,98,97,9,2,-4,4
Cc1cc(C)c(S(=O)(=O)NCC(=O)O)cc1C,-1,104,100,102,-9,6,-10,4
CCN(CC(=O)Nc1c(F)cccc1F)C(=O)CCCc1nc2ccccc2c(=O)[nH]1,2,101,100,106,-13,-1,10,-1
Cc1cc(C(=O)N/N=C/c2ccccn2)c2ccccc2n1,1,100,103,101,6,6,5,9
Cn1c(N2CCN(C(c3ccccc3)c3ccccc3)CC2)nc2ccccc21,0,101,100,99,-1,0,-12,-9
CCNc1ccc(N=Nc2c(C)n(C)n(-c3ccccc3)c2=O)cc1,37,106,100,102,4,-3,1,-12
CC(=O)N1CCC2(CC1)NC(=O)N(c1ccccc1)N2,4,105,104,102,15,1,5,0
O=C(NCCCn1ccnc1)c1cc(-c2cccc(O)c2)on1,1,102,99,106,13,-7,7,-7
O=C(c1ccc(Cl)c(S(=O)(=O)NCc2cccnc2)c1)N1CCCC1,0,109,106,110,-2,-1,/,-4
COc1ccc(/C(C)=N/NC(=O)CNC(=O)c2ccco2)c(OC)c1,6,104,105,98,10,5,8,1
CCC(CC)NC(=O)CSc1nnc(-c2c[nH]c3ccccc23)o1,1,108,108,93,1,-8,0,-3
Cc1ccc(C(=O)Nc2nnc(Cc3ccccc3)s2)cc1,4,102,103,94,-13,3,-14,1
CCCNS(=O)(=O)c1ccc(CCC(=O)NCc2cccnc2)cc1,2,103,101,105,-5,1,0,1
C=CCN(CC(=O)Nc1c(C)cccc1CC)C(=O)SCCC,2,106,103,108,-1,-4,-22,2
Cc1cccn2c(=O)c(/C=N/O)c(N3CCOCC3)nc12,16,154[may fluoresce violet],63[may fluoresce violet],98[may fluoresce violet],20,-9,-5,11
COC(=O)C1=C(C)NC(=O)/C1=C\c1cc(C)n(-c2ccccc2)c1C,11,98,99,100,-13,-10,-23,-10
COc1ccc(S(=O)(=O)CCC(=O)N2c3ccccc3CC2C)cc1 (stereo not given),10,101,98,108,-16,-9,-16,-2
COc1ccc(Cl)cc1N(CC(=O)NC1CC1)S(=O)(=O)c1ccc(C)c([N+](=O)[O-])c1,11,104,102,98,16,-6,2,13
COc1ccc(C(=O)c2c(C)c3cc(C)ccc3n2CC(O)CN2CCOCC2)cc1 (stereo not given),6,110,105,92,3,-3,0,5

# Six entries picked at random from those above, as already listed:
SMILES,AHR activator,MEP2-GFP yeast,RPL19A TOR yeast,LAP4 TOR yeast,ZTA DNA inh,proCasp3 act,EBNA-1 inhibitor,procasp7 counter
Cc1cccn2c(=O)c(/C=N/O)c(N3CCOCC3)nc12,16,154[may fluoresce violet],63[may fluoresce violet],98[may fluoresce violet],20,-9,-5,11
COc1ccc(/C(C)=N/NC(=O)CNC(=O)c2ccco2)c(OC)c1,6,104,105,98,10,5,8,1
COc1ccc(S(=O)(=O)CCC(=O)N2c3ccccc3CC2C)cc1 (stereo not given),10,101,98,108,-16,-9,-16,-2
CCC(CC)NC(=O)CSc1nnc(-c2c[nH]c3ccccc23)o1,1,108,108,93,1,-8,0,-3
CCCNS(=O)(=O)c1ccc(CCC(=O)NCc2cccnc2)cc1,2,103,101,105,-5,1,0,1
O=C(NCCCn1ccnc1)c1cc(-c2cccc(O)c2)on1,1,102,99,106,13,-7,7,-7

# The list continues.
SMILES,AHR activator,MEP2-GFP yeast,RPL19A TOR yeast,LAP4 TOR yeast,ZTA DNA inh,proCasp3 act,EBNA-1 inhibitor,procasp7 counter
CCn1cc(C(=O)O)c(=O)c2cc3c(cc21)OCO3,1,91,98,104,6,6,3,9
Cc1c(Br)c([N+](=O)[O-])nn1CC(=O)N1CCc2ccccc21,6,105,101,107,-16,3,7,-3
O=C(C1CCN(Cc2ccccc2O)CC1)N1CCN(Cc2ccc3c(c2)OCO3)CC1,0,100,104,87,6,0,2,-6
COC(=O)[C@H](Cc1ccccc1)NC(=O)Cn1ccc(NC(=O)OCc2ccccc2)nc1=O,-3,96,92,101,-12,5,/,2
Cc1noc(C)c1C(=O)Nc1cc(Cl)ccc1N1CCOCC1,1,101,98,103,7,3,/,-1
COc1ccc2oc(C(=O)N3CCN(C/C=C/c4ccccc4)CC3)c(C)c2c1,4,93,91,96,3,7,/,-8
CCOC(=O)c1ccc2c(c1)[nH]c(=S)n2CC,7,96,93,93,10,2,9,-1
O=C(CN1C(=O)S/C(=C\c2ccccc2)C1=O)Nc1cc([N+](=O)[O-])ccc1O,-1,104,103,101,7,20,13,-8
CCSc1nnc(-c2ccc(S(=O)(=O)N3CCOCC3)cc2)n1CC1CCCO1 (stereo not given),-1,98,100,96,-8,9,-8,14
Cc1nn(-c2ccc(N3CCCCC3)nn2)c(C)c1CCC(=O)Nc1cccc(F)c1,7,106,96,89,3,-2,2,0
O=C(O)c1cccc(NC(=O)c2cn(-c3ccccc3)nc2-c2ccncc2)c1,0,108,109,91,9,4,12,0
Cc1ccccc1NS(=O)(=O)c1ccc(C(=O)NCC(c2ccccc2)N(C)C)cc1 (stereo not given),0,97,95,86,-10,-5,-1,0
O=[N+]([O-])c1ccc(S(=O)(=O)NCC2CC3CCC2C3)cc1 (stereo not given),3,98,102,96,-1,2,4,8
CCN(CC)/C(=N/S(=O)(=O)c1ccc(C)cc1)c1ccccc1,1,102,103,95,19,2,-8,3
O=C(COC(=O)C12CC3CC(CC(C3)C1)C2)Nc1ccc([N+](=O)[O-])cc1Br,0,105,102,93,9,5,-4,-1
COc1ccc(S(=O)(=O)N(CC(=O)NCc2cccnc2)C2CCCCC2)cc1OC,10,97,95,112,-10,-2,3,3
Cc1ccc(C2=Nc3cccnc3C(c3ccccc3)=NN2)cc1,8,103,107,105,16,4,0,1
CN(C)/C=N/c1nc2ncc(-c3ccc(Cl)cc3)c(/N=C/N(C)C)n2n1,12,109,93,111,18,-4,10,-8
O=C(Nc1ccccc1)/C(=C/c1ccc([N+](=O)[O-])cc1)NC(=O)c1ccccc1,0,108,103,96,9,12,0,6
CCS(=O)(=O)c1ccc(-c2csc(-c3ccccc3)n2)c(Cl)c1Cl,20,112,/,93,-21,-2,-2,1
COC(=O)CNC(=O)/C=C/c1cc(Br)ccc1OC,1,?,?,?,1,2,9,8
O=C(NCc1ccccn1)c1ccc2nc(-c3ccco3)c(-c3ccco3)nc2c1,4,97,99,103,-15,-12,-5,-11
COc1ccc(NS(=O)(=O)c2cc3c(cc2C)N(C)CCO3)cc1,3,102,99,101,7,-4,6,7
CCC(CC)C(=O)NCc1ccccc1OC,0,111,103,107,29,-3,-2,10
CC1CC(C)CN(CCCNC(=O)CCC(=O)N2CC(C)Oc3ccccc32)C1 (stereo not given),0,91,100,98,7,8,10,3
COc1ccc(C(=O)NCc2nnc(SC)n2C2CCCCC2)cc1,1,110,101,101,-4,3,-8,1
CN(CC(=O)NCCc1ccc(S(N)(=O)=O)cc1)S(=O)(=O)c1ccc(Br)s1,0,107,92,91,1,0,8,1
Cc1ccc(-n2c(-c3cccs3)nc3nc4ccccc4nc32)cc1,0,100,104,90,-4,-5,-13,-4
O=C(c1ccc(Cl)cc1)c1coc2ccc(O)cc12,-3,100,100,109,2,2,-9,-3
Cc1sc2nc(CN3CCOCC3)nc(NS(=O)(=O)c3cc(Cl)ccc3Cl)c2c1C,-1,95,97,110,7,2,/,1
N#CCc1ccc(OC(=O)c2cccnc2)cc1,1,99,102,114,6,-8,-5,6
COC(=O)C(NS(C)(=O)=O)(c1c(C)[nH]c2ccccc12)C(F)(F)F (stereo not given),4,144,83,100,8,0,4,7
CCOC(=O)C1(CC)NC(c2ccc(N(C)C)cc2)C2C(=O)N(C)C(=O)C21 (stereo not given),4,96,99,100,-10,-2,-2,-9
CCOCCCNC(=O)C1CC(=O)N(CCc2ccccc2)C1 (stereo not given),0,104,99,91,0,10,5,-6
CC(C)C(=O)OCC(=O)Nc1ccc2c(c1)CCC2,4,95,94,91,-5,12,-3,5
CCCCN(CC)CCCNC(=O)c1cc2c(=O)n(CC)c3ccccc3c2s1,4,95,87,91,5,6,9,0
COCCNC(=O)C(c1ccc(O)cc1)N(Cc1ccccc1)C(=O)CCC(=O)Nc1nccs1 (stereo not given),0,102,101,90,-2,2,-13,0
COc1cc(C(=O)O)cc(OC)c1OCc1cc(C(=O)O)oc1C,0,101,91,90,-1,-1,-2,4

# One compound at a time, as listed above.
# O=C(c1ccc(Cl)cc1)c1coc2ccc(O)cc12 in the list: AHR activator = -3; MEP2-GFP yeast = 100; RPL19A TOR yeast = 100; LAP4 TOR yeast = 109; ZTA DNA inh = 2; proCasp3 act = 2; EBNA-1 inhibitor = -9; procasp7 counter = -3
# COc1ccc(C(=O)NCc2nnc(SC)n2C2CCCCC2)cc1 in the list: AHR activator = 1; MEP2-GFP yeast = 110; RPL19A TOR yeast = 101; LAP4 TOR yeast = 101; ZTA DNA inh = -4; proCasp3 act = 3; EBNA-1 inhibitor = -8; procasp7 counter = 1
